# Bioassay records from PubChem BioAssay.
# Vif-APOBEC3F blk: Vif-A3F binding inhibition; HeLa A3F-eYFP + Vif (tagged APOBEC3F with the HIV-1 protein that degrades it), YFP fluorescence increase; Potency, µM (series often up to 46.1 µM), for inactives: top-dose activity, negative = active; 0.2% of 390,000 active; AID 602313; also: potency is read from the fitted curve at half-maximal effect; % of control where 0% means no effect; nearly all actives have a fitted effect of over 65% in size
#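 HeLa cells stably expressing Vif plus C-terminally eYFP-tagged A3F were seeded, incubated overnight at 37 deg C, dosed with compound, incubated overnight again at 37 deg C. Yellow fluorescence (Ex 488/Em 500-530) reported blocked Vif-mediated A3F-eYFP degradation.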
# LDHA inh: blocks human lactate dehydrogenase A. activity change, % (values are at about 110 or 230 µM). purified LDHA, NADH/diaphorase-resazurin fluorescence; stronger effect = lower value. 0.15% of 480,000 active. AID 1347041; in the data active = activity change below about -30%; inconclusive = mostly about -25% to -30%;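 also: plate controls were DMSO wells for no effect and wells without enzyme for full effect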
#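 Enzyme activity of human lactate dehydrogenase 5 (2 nM; 0.06 mM NADH, 0.2 mM pyruvate, 5 min, RT) is measured via a resazurin/diaphorase fluorescence readout of residual NADH.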
# TrxR1 substrate: substrates of rat thioredoxin reductase 1; purified TrxR1 substrate turnover, NADPH consumption readout; Potency, µM (top dose mostly 114 µM), for inactives: top-dose activity change, negative = substrate turnover; 0.01% of 390,000 active; AID 588456; also: potency is read from the fitted curve at half-maximal effect; % is scaled to controls: 0 for no effect and ±100 for the full control effect; nearly all actives have a fitted effect of over 50% in size
# Target sequence (O89049 whole entry, looked up): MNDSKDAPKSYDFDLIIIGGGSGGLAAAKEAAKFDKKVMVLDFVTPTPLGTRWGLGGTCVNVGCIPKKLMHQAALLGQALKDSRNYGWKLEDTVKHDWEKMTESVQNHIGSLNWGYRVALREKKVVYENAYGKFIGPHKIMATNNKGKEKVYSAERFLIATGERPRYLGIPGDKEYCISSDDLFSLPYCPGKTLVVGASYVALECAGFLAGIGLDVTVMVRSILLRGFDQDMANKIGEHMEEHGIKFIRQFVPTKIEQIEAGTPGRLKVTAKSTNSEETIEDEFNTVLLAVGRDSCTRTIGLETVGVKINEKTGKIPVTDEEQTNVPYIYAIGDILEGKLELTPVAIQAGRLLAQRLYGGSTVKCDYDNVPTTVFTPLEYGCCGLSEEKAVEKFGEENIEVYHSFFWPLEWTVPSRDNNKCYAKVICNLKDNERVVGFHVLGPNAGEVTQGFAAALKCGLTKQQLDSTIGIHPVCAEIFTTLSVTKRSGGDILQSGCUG
#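 Rat TrxR1, dispensed at 90 nM, was prereduced with 400 uM NADPH (final) for 5 min at ~22 deg C, then incubated with compound 15 min before 400 uM selenite. A first-read NADPH fluorescence drop versus no-compound background flagged substrates.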
# USP1-UAF1 inh: blocks the human USP1/UAF1 deubiquitinase complex | recombinant USP1/UAF1, Ub-Rhodamine cleavage fluorescence | Potency, µM (top dose mostly 57.1 µM), without a hit: at the highest dose activity change, negative = inhibition, actives largely listed as inhibitors | O94782 | 0.23% of 390,000 active; also: potency is read from the fitted curve at half-maximal effect; % is scaled to controls: 0 for no effect and ±100 for the full control effect; nearly all actives have a fitted effect of over 60% in size; inactives centre near -12
#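 Step one: compound is pinned into 1nM USP1/UAF1 in HEPES pH 7.8 buffer with TCEP. Step two: 15 min room-temperature incubation. Step three: Ub-Rho (150nM final) starts cleavage, tracked by fluorescence over six one-minute reads.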
# Vif-APOBEC3G blk: inhibitors of Vif-APOBEC3G interaction. Q9HC16. HeLa A3G-eYFP + Vif (tagged APOBEC3G with the HIV-1 protein that degrades it), YFP fluorescence, overnight. Potency, µM (highest dose often 46.1 µM), for the others: top-dose activity, negative = active, hits mostly inhibitors. 0.076% of 410,000 active. AID 602310;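 also: potency is read from the fitted curve at half-maximal effect; % is scaled to controls: 0 for no effect and ±100 for the full control effect; nearly all actives have a fitted effect of over 60% in size; hits raise eYFP signal because A3G escapes Vif-driven loss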
#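 Read-out is eYFP fluorescence (Ex 488/Em 500-530) from Vif-expressing HeLa A3G-eYFP cells; more signal means A3G escaped Vif-mediated degradation. Cells plated overnight, compound pinned in, incubated overnight at 37 deg C.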
# PI4K2A inh: blocks human PI4K2A kinase activity. purified PI4K2A, ADP-Glo luminescence, 1 h; stronger effect = lower value. Q9BTU6. activity change, negative = inhibition, % at 76.9 µM. 0.13% of 420,000 active. AID 1346378; in the data active = activity change below about -50%; inconclusive = mostly about -30% to -49%;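 also: -100% = wells without enzyme as full effect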
#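 PI4K2A activity was measured by ADP-Glo luminescence: enzyme (4 ug/mL stock) and phosphatidylinositol (1.2 mM stock) in Tris pH 7.5/MgCl2/EGTA/Triton X-100 buffer were reacted with ATP (300 microM stock) for one hour at ambient temperature.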
# Glioma ERSR ind: ER stress response induction in glioma; U87-MG GRP78 promoter luciferase reporter, 16 h; Potency, µM, for the others: at the highest dose activation, hits mostly activators; 0.02% of 420,000 active; also: potency is read from the fitted curve at half-maximal effect; series mostly up to about 76 µM; % of control where 0% means no effect; nearly all actives have a fitted effect of over 35% in size
#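 ERSR induction read as luciferase luminescence (Bright-Glo, 10 min at room temperature) in stably transfected human U87-MG glioma cells exposed to compounds for 16 h, using GRP78 as sensor.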
# RXFP1 agonist: RXFP1 (human) receptor agonism; Potency, µM (series often up to 57.5 µM), for the others: at the highest dose activation, actives largely listed as activators; 0.3% of 370,000 active; HEK293T-RXFP1 cAMP TR-FRET, 30 min; response scale: percent of porcine relaxin response, buffer zero; also: potency is read from the fitted curve at half-maximal effect; % is scaled to controls: 0 for no effect and ±100 for the full control effect; nearly all actives have a fitted effect of over 60% in size; many of its hits are not listed in these tables
#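 HEK293T cells stably expressing RXFP1 were pretreated with the PDE4 inhibitor Ro 20174, exposed to compounds for 30 min at 37C, lysed, and cAMP was read by TR-FRET. Data normalized to buffer (basal) and 29 nM porcine relaxin (100%).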
# IDH1 R132H inh: human IDH1 R132H inhibition; IDH1-R132H enzyme, NADPH consumption, diaphorase/resazurin fluorescence; Potency, µM (titrated, usually from 76.6 µM), without a hit: top-dose activity change, negative = inhibition, actives largely listed as inhibitors; 0.093% of 390,000 active; AID 602179; O75874; also: potency is read from the fitted curve at half-maximal effect; % is scaled to controls: 0 for no effect and ±100 for the full control effect; nearly all actives have a fitted effect of over 65% in size
# Target sequence (O75874 whole entry R132H, stated change not applied): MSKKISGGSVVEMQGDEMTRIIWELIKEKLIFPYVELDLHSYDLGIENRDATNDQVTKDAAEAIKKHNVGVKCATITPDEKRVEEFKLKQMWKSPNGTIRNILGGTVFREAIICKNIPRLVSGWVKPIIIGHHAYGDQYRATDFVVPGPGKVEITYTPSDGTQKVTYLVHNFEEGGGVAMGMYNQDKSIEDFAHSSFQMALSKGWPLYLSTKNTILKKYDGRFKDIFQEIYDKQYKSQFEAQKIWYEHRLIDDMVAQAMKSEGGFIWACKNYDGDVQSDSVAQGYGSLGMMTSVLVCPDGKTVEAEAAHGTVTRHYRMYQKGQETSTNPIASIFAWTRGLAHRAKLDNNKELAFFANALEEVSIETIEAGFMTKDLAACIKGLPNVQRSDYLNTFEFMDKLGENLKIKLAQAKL
#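 IDH1-R132H (0.5 ug/mL dispensed) in pH 7.5 Tris buffer was preincubated 30 min with compound, then given a substrate mix of 0.016 mM NADPH and 2 mM alpha-KG for 80 min at room temperature; remaining NADPH was read by diaphorase/resazurin fluorescence.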
# Numbers without * were called inactive; u = inconclusive; x = no result given; [ ] = remark or other dose. Unless noted, calls follow the shape of the dose curve; as a rule, active = well fitted curve in the direction sought with a large enough effect; inconclusive = small, poorly fitted or top-dose-only effect, or another doubt; inactive = no such curve, though single readings can be large; an effect the other way counts as inactive or inconclusive.
SMILES,Vif-APOBEC3F blk,LDHA inh,TrxR1 substrate,USP1-UAF1 inh,Vif-APOBEC3G blk,PI4K2A inh,Glioma ERSR ind,RXFP1 agonist,IDH1 R132H inh
Cc1ccc(-n2ncc(C(=O)NCc3ccccn3)c2C2CCN(C(=O)OC(C)(C)C)CC2)c(C)c1,-5%,2,-5%,-22%,3%,-3,2%,-1.9%,41%[activator]
C=C(C)[C@@H]1CCC2(C(=O)O)CC[C@]3(C)[C@H](CC[C@@H]4[C@@]5(C)CCC(=O)C(C)(C)[C@@H]5CC[C@]43C)[C@@H]12 (some centres not stated),0%,-6,-1%,-17%,2%,-6,-6%,3.2%,-10%
CC(C)OC(=O)c1cn(-c2ccccc2)nc1-c1ccc2c(c1)OCCO2,-4%,5,-3%,4%,1%,-4,-1%,-2.2%,5%
FC(F)(F)c1nnc2ccc(Cl)nn12,-6%,-1,7%[57.1 µM],-4%,-8%,1,-5%,1.3%,-10%
Cc1ccnc(N/C=C(\C#N)c2nc(-c3cccc(Br)c3)cs2)c1,u,-6,1%[57.1 µM],22µM*,u,1,14%,6.8%,0%
O=C(/C=C/c1ccco1)NCCc1ccc(F)cc1,1%,-9,4%,-20%,9%,0,5%,-0.3%,0%
CC(=O)NCCNC(=O)C1Cc2c(-c3cccc(NC(C)=O)c3)ccnc2O1 (configuration not stated),x,-4,x,x,-2%,1,-2%,x,x
O=C(CSc1nnc2scc(-c3ccc(Cl)cc3)n12)Nc1ccccc1F,x,-12,4%,-14%,x,-7,x,0.2%,x
CCOc1ccc(N(CC(=O)NCc2ccccc2)C(=O)CCC(=O)Nc2nccs2)cc1,-4%,-3,0%[57.1 µM],-8%,-1%,-6,-1%,1.3%,-1%
Cc1ccc(/C=C/c2onc(C)c2S(=O)(=O)N2CCC(C(=O)N3CCN(C)CC3)CC2)cc1,-4%,-7,-3%[57.1 µM],-5%,-4%,0,-1%,0.4%,0%
CN(C)CCCOC(=O)c1ccc(Cl)cc1,-5%,-5,2%,-9%,0%,4,-3%,-0.5%,-1%
CC(=O)N1c2ccc(S(=O)(=O)NCCC(=O)NCc3ccc(F)cc3)cc2CC1C (configuration not stated),-2%,-19,-9%,-12%,2%,4,2%,-2.1%,0%
CC(=O)Nc1cccc(/C(C)=N/NC(N)=S)c1,-1%,-2,-4%[57.1 µM],-8%,4%,1,2%,1.8%,6%
CCNC(=S)N1CCC(Cc2ccccc2)CC1,3%,-1,5%,-12%,0%,1,5%,1.7%,7%
CCOc1ccc(N2C(=O)Nc3ccccc3C2(O)C(=O)NCc2ccc3c(c2)OCO3)cc1 (configuration not stated),-8%,-16,15%[57.1 µM],-4%,0%,3,-1%,5.4%,-2%
O=C(c1ccc(Cl)cc1[N+](=O)[O-])N1CCc2ccccc2C1,16%,2,1%[57.1 µM],-19%,-3%,6,0%,-1.0%,0%
CCN1C(=O)[C@H]2[C@H]3CN=C(SC)N3[C@@](CC)(C(=O)OC)[C@H]2C1=O,9%,5,2%,-34%,1%,-6,-3%,x,0%
Cc1ccc(C(=O)N2CCN(C34CC5CC(CC(C5)C3)C4)CC2)o1,-20%,-3,9%,-12%,-7%,-5,-2%,-0.5%,0%
Cc1ccc(-n2nc3cc(C)c(N)cc3n2)cc1,x,7,79%[activator],-14%,-8%,0,-2%,6.2%,3%
Cc1cc(NC(=O)c2ccc(Cl)cc2)ccc1NC(=O)c1ccccc1Cl,-2%,-1,35%,-3%,-5%,-3,-7%,6.9%,11%
Cc1ccc(C)c(CN2CCCN(Cc3ccc(F)cc3)S2(=O)=O)c1,-4%,-5,2%,-9%,8%,-4,-4%,0.4%,8%
Cc1cc(Nc2cccc(C(F)(F)F)c2)nc2ccc(NC(=O)c3ccc(=O)[nH]c3)cc12,-5%,-9,-7%,-16%,-6%,-4,-2%,-2.3%,2%
CCCCCCCCNc1nc(Cl)nc(NCc2ccco2)n1,-4%,-7,9%[57.1 µM],-19%,-2%,-2,-3%,0.9%,0%
O=C(COC(=O)/C=C/c1ccc(F)cc1)Nc1ccccc1-c1ccccc1,0%,-7,2%[57.1 µM],-18%,-3%,-1,-5%,0.2%,-6%
Cc1noc(C)c1C(=O)N1CCC2(CC1)Oc1ccc(F)cc1C(=O)C21CC(c2ccc(Cl)cc2)=NO1 (configuration not stated),-4%,0,4%,-36%,-1%,-4,2%,-2.2%,12%

# Single values from the entries so far:
# Under RXFP1 agonist, `Cc1ccc(/C=C/c2onc(C)c2S(=O)(=O)N2CCC(C(=O)N3CCN(C)CC3)CC2)cc1` is listed with 0.4%
# Under RXFP1 agonist, `Cc1ccc(C(=O)N2CCN(C34CC5CC(CC(C5)C3)C4)CC2)o1` is listed with -0.5%

# (more compounds)
SMILES,Vif-APOBEC3F blk,LDHA inh,TrxR1 substrate,USP1-UAF1 inh,Vif-APOBEC3G blk,PI4K2A inh,Glioma ERSR ind,RXFP1 agonist,IDH1 R132H inh
CN(C(=O)CSc1nc2cc(Cl)ccc2c(=O)n1Cc1ccco1)C1CCS(=O)(=O)C1 (configuration not stated),6%,4,-3%,-18%,8%,14,2%,-0.3%,0%
Cc1ccc(-c2nn(-c3ccc(F)cc3)cc2C(=O)N(C)CC(=O)Nc2ccc(N3CCOCC3)cc2)cc1,7%,-1,1%,-6%,-2%,-1,-1%,-0.2%,6%
CCOc1ccc(N(CC(=O)Nc2ccc(C)c(C)c2)S(=O)(=O)c2c(C)noc2C)cc1,-4%,-2,-20%,-1%,-3%,2,-5%,-0.9%,-13%
CCc1c(C)c(C#N)c2nc3ccccc3n2c1NCc1ccco1,7%,2,12%[57.1 µM],-17%,-10%,-3,-4%,0.0%,8%
C[C@H](CO)N1C[C@H](C)[C@@H](CN(C)S(=O)(=O)c2ccc(F)cc2)Oc2ccc(NS(=O)(=O)c3ccccc3)cc2C1=O,-1%,-2,-2%,u,1%,-9,-2%,x,7%
Cc1ccccc1NC(=O)Cn1nnc(S(=O)(=O)c2ccc(C(C)(C)C)cc2)c1N,-6%,u,0%,-2%,1%,-11,-1%,0.6%,8%
CCOC(=O)c1c(-c2ccccc2)oc2ccc(NS(=O)(=O)c3ccc(OC)cc3)cc12,-30%,11,42%[activator],-20%,u,4,0%,10%,17%
Cc1nn(CC(=O)c2cccc(Cl)c2)c(C)c1[N+](=O)[O-],7%,-6,13%[57.1 µM],-6%,1%,-11,0%,4.0%,3%
CN1CCN(S(=O)(=O)c2cc(Cl)c(Cl)cc2Cl)CC1,7%,7,-5%[57.1 µM],-7%,-5%,-5,-5%,-1.9%,9%
CC(=O)N1CCN=C1SCc1cccc(Cl)c1,-2%,-8,-1%,-3%,1%,-6,-2%,1.4%,2%
COc1ccc(OCC(=O)NNC(=O)c2ccccc2OCc2c(C)noc2C)cc1,-12%,-3,2%[57.1 µM],-13%,-2%,-1,4%,0.9%,-9%
CCC(=O)N1CCN(c2ccc(NC(=S)NC(=O)c3cc4ccccc4o3)cc2)CC1,-2%,-6,1%,-1%,1%,3,-4%,0.0%,-1%
COc1cc(C(=O)Nc2sc(C(=O)N3CCOCC3)c(C)c2C#N)cc(OC)c1OC,2%,-5,12%[57.1 µM],0%,-1%,4,-1%,4.5%,5%
COc1ccc2oc(C(=O)Nc3ccccc3N3CCOCC3)c(C)c2c1,5%,-11,5%[57.1 µM],-4%,-4%,0,2%,14%,-2%
CSc1ncccc1C(=O)OCC(=O)Nc1ccc(Cl)cn1,-1%,1,-9%,-13%,0%,-6,-3%,x,4%
O=C(NCc1ccco1)NCC(F)(F)F,3%,-4,10%[57.1 µM],-16%,-1%,10,-3%,0.9%,1%
CC(NC(=O)c1cc(=O)[nH]c2ccccc12)c1ccc(F)cc1F (configuration not stated),7%,-11,-2%,-9%,7%,6,1%,25%,-7%
CS(=O)(=O)N1CCCC(C(=O)c2cccc(Cl)c2)C1 (configuration not stated),7%,-5,-4%[57.1 µM],-1%,-1%,-3,-3%,-4.5%,-4%
COc1ccccc1N1CCN(S(=O)(=O)CCNC(=O)c2ccco2)CC1,-1%,-12,x,-7%,0%,0,-2%,x,-4%
CCOC(=O)C(=O)NNc1ccc(C)cc1,-13%,2,-2%,-14%,-9%,-4,-5%,-1.5%,7%
CCOC(=O)N1CCN(Cc2ccccc2Cl)CC1,-9%,-18,-4%[57.1 µM],-3%,0%,7,1%,-0.1%,2%
CCc1ccc(-c2nc(CS(=O)CC(=O)NC3CCCCCC3)c(C)o2)cc1 (configuration not stated),1%,1,0%,-20%,5%,-7,-4%,-0.4%,7%
COc1ccc(N2C(=O)CC(N(Cc3ccco3)C(=O)CCC(=O)O)C2=O)cc1 (configuration not stated),-7%,-3,13%[57.1 µM],-16%,-1%,3,-5%,-2.2%,18%
O=C(CCCn1c(=O)c2cccn2c2cccnc21)NCc1ccccc1Br,-3%,1,-11%,5%,-5%,-2,-3%,8.5%,0%
C[C@H](CO)N1C[C@H](C)[C@@H](CN(C)C(=O)c2cnccn2)Oc2ncc(Br)cc2C1=O,-5%,0,x,-19%,-8%,-5,-4%,x,-2%
CCN(CC)S(=O)(=O)c1ccc2c(c1)N(CC(=O)N1CCN(c3ccc(OC)cc3)CC1)C(=O)CO2,3%,2,-9%[57.1 µM],-21%,-2%,-1,0%,5.3%,43%[activator]

# Only part of the results is shown (hit frequency here may not be typical).
